ERG Ets-DNA blk = inhibitors of human ERG Ets domain-DNA interaction | P11308 | fluorescence polarization, His-ERG Ets domain / labelled DNA | Potency, µM (highest dose often 76.9 µM), without a hit: at the top dose FP activity, negative = inhibition, most hits filed as inhibitors | 370,000 compounds, 0.028% hits | AID 624246; active = well fitted inhibition curve with a large enough effect in the polarisation, with a control signal flat; inconclusive = small, poorly fitted or top-dose-only effect, or effect the other way, or a change in a side signal; inactive = no such curve, though single readings can be large or run the other way; the % refers to the polarisation;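 note: polarization taken with two DNA probes labelled with fluorescein and Texas red; potency is the fitted concentration of half-maximal effect; % of control where 0% means no effect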
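His-tagged ERG Ets domain (1 uM in the protein solution; 300mM KCl, 50mM Tris-HCl, 1mM EDTA, 1mM DTT, pH 7.5) received compound, then a probe mix of 5 nM fluorescein-DNA and 100nM Texas-615-DNA. Fluorescence polarization was read for both dyes.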
ALOX12 inh = inhibitors of human 12S-lipoxygenase ALOX12; AID 1671190; purified 12hLO, xylenol orange hydroperoxide absorbance; P18054; 580,000 compounds, 1.1% hits; Potency, µM (top dose mostly 108 µM), for inactives: top-dose activity change, negative = inhibition, hits mostly inhibitors; note: potency is the fitted concentration of half-maximal effect; % is set by controls: 0 for no effect and ±100 for the full control effect
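Purified human 12hLO at 150 nM in 25 mM Hepes, 0.01% Triton X-100, pH 7.0, preincubated 15 min at room temperature with compound. Reaction started with 40 uM arachidonic acid, 30 min at room temperature. Hydroperoxide measured by Fe-xylenol orange, 573/405 nm absorbance ratio.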
LDHA block = inhibitors of human lactate dehydrogenase A; activity change, % (values are at about 110 or 230 µM); 480,000 compounds, 0.15% hits; purified LDHA, NADH/diaphorase-resazurin fluorescence; hits give low values; P00338; in the data active = activity change below about -30%; inconclusive = mostly about -25% to -30%;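 note: plate controls were DMSO wells for no effect and wells without enzyme for full effect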
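Human LDH5 (2 nM) was incubated with 0.06 mM NADH and 0.2 mM pyruvate for 5 min at room temperature in Tris pH 7.4. Remaining NADH was coupled through diaphorase/resazurin, and resorufin fluorescence was read at 0 and 20 min.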
APE1 inh = APE1 (human) endonuclease inhibition | 350,000 compounds, 0.35% hits | P27695 | Potency, µM (doses to about 65.8 µM), inactives show top-dose activity change, negative = inhibition, actives largely listed as inhibitors | recombinant APE1, TAMRA/BHQ-2 abasic DNA cleavage fluorescence;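 note: potency is the fitted concentration of half-maximal effect; plate controls were vehicle for no effect and reference inhibitor for full effect; nearly all actives have a fitted effect of over 55% in size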
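APE1 at 0.75 nM preincubated 15 min at room temperature with compound. Reaction then started with 50 nM double-stranded THF-abasic substrate labelled with TAMRA/BHQ-2, and 525/598 nm fluorescence read kinetically. Activity taken as third-minus-first read difference, normalized to DMSO and NSC13755 controls.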
POLH inh = blocks human DNA polymerase eta activity. Q9Y253. recombinant Pol eta, fluorescent DNA replication assay. Potency, µM (doses to about 114 µM), for inactives: at the highest dose activity change, negative = inhibition, hits mostly inhibitors. 390,000 compounds, 1.2% hits; note: potency is the fitted concentration of half-maximal effect; % is set by controls: 0 for no effect and ±100 for the full control effect
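Pol eta (10 nM) was preincubated with compounds for 15 min at room temperature, after which fluorescent replication substrate (50 nM final) was added to start the reaction. Fluorescence was read kinetically at 0 and 10 min.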
POLK inh = blocks human DNA polymerase kappa activity; purified Pol kappa, fluorescent DNA synthesis assay, 10 min; Potency, µM (titrated, usually from 107 µM), for the others: top-dose activity, negative = inhibition, hits mostly inhibitors; 400,000 compounds, 0.53% hits; Q9UBT6; note: potency is the fitted concentration of half-maximal effect; % is set by controls: 0 for no effect and ±100 for the full control effect
Target sequence (Q9UBT6 whole entry, looked up): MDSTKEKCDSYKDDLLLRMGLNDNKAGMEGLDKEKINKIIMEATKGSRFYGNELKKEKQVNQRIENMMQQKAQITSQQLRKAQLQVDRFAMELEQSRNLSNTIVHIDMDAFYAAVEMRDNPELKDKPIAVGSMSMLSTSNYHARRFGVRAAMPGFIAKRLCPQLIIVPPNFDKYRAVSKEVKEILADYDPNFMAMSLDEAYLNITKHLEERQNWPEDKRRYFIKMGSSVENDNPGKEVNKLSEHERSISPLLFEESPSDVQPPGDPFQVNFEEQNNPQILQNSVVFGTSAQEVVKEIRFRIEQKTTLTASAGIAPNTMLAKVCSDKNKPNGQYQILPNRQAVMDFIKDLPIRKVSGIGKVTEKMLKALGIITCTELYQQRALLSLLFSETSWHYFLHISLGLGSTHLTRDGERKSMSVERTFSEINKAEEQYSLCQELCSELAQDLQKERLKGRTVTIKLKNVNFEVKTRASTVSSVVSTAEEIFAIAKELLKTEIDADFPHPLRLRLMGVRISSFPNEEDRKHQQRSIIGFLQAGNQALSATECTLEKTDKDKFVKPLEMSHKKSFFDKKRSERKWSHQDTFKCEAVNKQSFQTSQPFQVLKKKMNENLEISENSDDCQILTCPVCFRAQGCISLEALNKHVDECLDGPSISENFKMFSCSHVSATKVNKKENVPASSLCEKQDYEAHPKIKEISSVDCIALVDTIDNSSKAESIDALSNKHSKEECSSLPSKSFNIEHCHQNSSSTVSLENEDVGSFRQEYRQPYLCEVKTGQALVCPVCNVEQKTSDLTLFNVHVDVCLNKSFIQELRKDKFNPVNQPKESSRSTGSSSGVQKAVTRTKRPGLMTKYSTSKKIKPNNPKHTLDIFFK
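Inhibition of 10 nM Pol kappa is measured by a fluorescent read-out at 0 and 10 min following addition of 50 nM substrate (final), with a 15-min room-temperature compound preincubation.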
RGS4 inh = blocks human RGS4-accelerated GTP hydrolysis | 390,000 compounds, 0.039% hits | AID 504845 | P49798 | Potency, µM (doses to about 114 µM), inactives show at the highest dose activity change, negative = inhibition, most hits filed as inhibitors | Transcreener GDP fluorescence polarization, RGS4-accelerated GTP hydrolysis; note: potency is the fitted concentration of half-maximal effect; % is set by controls: 0 for no effect and ±100 for the full control effect; nearly all actives have a fitted effect of over 75% in size; some results filed as inactive show a strong effect at the top dose
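MLSMR compounds (23 nl, pin-transferred) preincubated 10 min at room temperature with a 500nM (2x) first reagent, then RGS4 at 900nM (2x) plus Transcreener GDP mix added; fluorescence polarization (620/688 nm) read before and after 90 min at 30 °C.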
Pol beta inh = DNA polymerase beta (human) inhibition | 340,000 compounds, 1.3% hits | Potency, µM (titrated, usually from 114 µM), without a hit: at the top dose activity change, negative = inhibition, usual class: inhibitors | Pol beta primer extension/strand displacement, fluorescence kinetic | AID 485314; note: potency is the fitted concentration of half-maximal effect; % is set by controls: 0 for no effect and ±100 for the full control effect
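Human Pol beta at 10 nM; strand-displacement substrate 50 nM final. Compound exposure 15 min at room temperature before start, reaction 10 min at room temperature.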
Apoferritin bind = candidate novel general anesthetic via apoferritin binding; apoferritin/1-aminoanthracene competitive binding, fluorescence; Potency, µM (top dose mostly 77.5 µM), without a hit: at the top dose activity change, negative = displacement, hits mostly inhibitors; 350,000 compounds, 0.074% hits; AID 485281; note: potency is the fitted concentration of half-maximal effect; % is set by controls: 0 for no effect and ±100 for the full control effect; nearly all actives have a fitted effect of over 20% in size
Target sequence (P02791 2-175 limits assumed): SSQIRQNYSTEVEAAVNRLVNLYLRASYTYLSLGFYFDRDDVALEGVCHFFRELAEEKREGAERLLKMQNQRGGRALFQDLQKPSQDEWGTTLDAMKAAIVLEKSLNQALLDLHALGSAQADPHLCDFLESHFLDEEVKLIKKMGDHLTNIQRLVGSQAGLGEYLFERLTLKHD
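Steps: apoferritin (10 uM) was premixed with half-saturated 1-AMA in PBS, compounds were pin-transferred, plates stood 10 min at room temperature, fluorescence was read at 380/535 nm, and curves were fitted with a Hill equation.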
Numbers without * were called inactive; & = joins results of further samples; [ ] = remark or other dose. Unless noted, calls come from the whole dose curve; as a rule, active = well fitted curve in the direction sought with a large enough effect; inconclusive = small, poorly fitted or top-dose-only effect, or another doubt; inactive = no such curve, though single readings can be large; an effect the other way counts as inactive or inconclusive. The list is partial (hit frequency here may not be typical).

Preview (2 entries):
Screening CCSc1nnc(NC(=O)c2cccc(S(=O)(=O)N(C)c3ccccc3)c2)s1 returned ERG Ets-DNA blk -21%, ALOX12 inh 0%, LDHA block -2, APE1 inh -5%, POLH inh -1%, POLK inh -8%, RGS4 inh 14%, Pol beta inh 17% and Apoferritin bind -6%.
For O=C(Nc1ccc(CSc2ccccc2)cc1)c1ccc(CN2CCOCC2)cc1 the results were ERG Ets-DNA blk -2%, ALOX12 inh -13%, LDHA block -14, APE1 inh -2%, POLH inh -12%, POLK inh -11%, RGS4 inh -27%, Pol beta inh -15% and Apoferritin bind -8%.

The list itself, repeating the preview:
Screening CCSc1nnc(NC(=O)c2cccc(S(=O)(=O)N(C)c3ccccc3)c2)s1 returned ERG Ets-DNA blk -21%, ALOX12 inh 0%, LDHA block -2, APE1 inh -5%, POLH inh -1%, POLK inh -8%, RGS4 inh 14%, Pol beta inh 17% and Apoferritin bind -6%.
For O=C(Nc1ccc(CSc2ccccc2)cc1)c1ccc(CN2CCOCC2)cc1 the results were ERG Ets-DNA blk -2%, ALOX12 inh -13%, LDHA block -14, APE1 inh -2%, POLH inh -12%, POLK inh -11%, RGS4 inh -27%, Pol beta inh -15% and Apoferritin bind -8%.
`COc1ccc(C(C#N)N2N=C(c3ccccc3)CC2c2ccccc2)cc1OC` (centres undefined) gave ERG Ets-DNA blk -2%, ALOX12 inh -5%, LDHA block 5, APE1 inh 1%, POLH inh -10%, POLK inh -6%, RGS4 inh -18%, Pol beta inh 19% and Apoferritin bind -13%.
`Cc1[nH]c(=O)[nH]c(=O)c1S(=O)(=O)NCCc1ccc(S(N)(=O)=O)cc1` gave ERG Ets-DNA blk -2%, ALOX12 inh 0%, LDHA block -3, APE1 inh -2%, POLH inh -14%, POLK inh -12%, RGS4 inh 6%[11.4 µM], Pol beta inh 13% and Apoferritin bind -7%.
Screening COc1ccc(C(=O)N/C(=C\c2cn(C)c3ccccc23)C(=O)N2CCN(C)CC2)cc1OC returned ERG Ets-DNA blk -2%, ALOX12 inh inconclusive, LDHA block -3, APE1 inh 0%, POLH inh 4%, POLK inh 0%, RGS4 inh -25%[56.9 µM], Pol beta inh 2% and Apoferritin bind -8%.
Cc1nc(-c2noc(-c3cccc(Cl)c3)n2)c(C(F)(F)F)o1 was read as ERG Ets-DNA blk -1%, ALOX12 inh 0%, LDHA block -6, APE1 inh 6%, POLH inh -9%, POLK inh -6%, RGS4 inh -1%, Pol beta inh -5% and Apoferritin bind 1%.
Cc1ccc(-c2nn(C)c(=O)c3ccccc23)cc1CNC(=O)c1ccccc1 was read as ERG Ets-DNA blk 1%, ALOX12 inh inconclusive, LDHA block -2&-14, APE1 inh 0%, POLH inh 0%, POLK inh -7%, RGS4 inh 27%, Pol beta inh -23% and Apoferritin bind -13%.
`Cc1ccc(S(=O)(=O)N(C)C)cc1NC(=O)COC(=O)Cc1ccsc1` gave ERG Ets-DNA blk -8%, ALOX12 inh 1%, LDHA block -2, APE1 inh 13%, POLH inh -9%, POLK inh -4% and RGS4 inh -6%.
For CC(C)c1nnc(SCC(=O)Nc2ccc3c(c2)OCO3)n1C the results were ERG Ets-DNA blk -3%, ALOX12 inh 0%, LDHA block 0, APE1 inh 4%, POLH inh -15%, POLK inh -20%, RGS4 inh -8%, Pol beta inh 0% and Apoferritin bind 0%.
`O=C(Cn1cnc2ccccc2c1=O)c1ccc2ccccc2c1` gave ERG Ets-DNA blk 5%, ALOX12 inh 26%, LDHA block -7, APE1 inh 4%, POLH inh -2%, POLK inh -9%, RGS4 inh -35%, Pol beta inh -1% and Apoferritin bind inconclusive.
CCOC(=O)c1cc2[nH]c3ccccc3c2[n+](-c2ccc([N+](=O)[O-])cc2)c1N was read as ERG Ets-DNA blk -2%, ALOX12 inh -20%, LDHA block 1, APE1 inh -1%, POLH inh inconclusive, POLK inh -6%, RGS4 inh -13%, Pol beta inh inconclusive and Apoferritin bind -14%.
`CN(C)C(=S)Nc1ccc([N+](=O)[O-])cc1` gave ERG Ets-DNA blk -19%, ALOX12 inh -30%, LDHA block -2, APE1 inh -2%, POLH inh -21%, POLK inh -7%, RGS4 inh -34%, Pol beta inh 4% and Apoferritin bind -11%.
`Cc1cccc(C(=O)NN2S(=O)(=O)c3ccccc3S2(=O)=O)c1` gave ERG Ets-DNA blk -6%, ALOX12 inh 0%, LDHA block 0, APE1 inh -4%, POLH inh -14%, POLK inh 7%, RGS4 inh -3%, Pol beta inh -2% and Apoferritin bind -1%.
`CC(C)Oc1cccc(C(=O)NC(=S)Nc2ccc3c4c(cccc24)CC3)c1` gave ERG Ets-DNA blk -2%, ALOX12 inh 18µM*, LDHA block -4, APE1 inh -4%, POLH inh -11%, POLK inh -12%, RGS4 inh inconclusive, Pol beta inh 6% and Apoferritin bind -11%.
COc1ccccc1CN(C)C(=O)CN1C(=O)c2ccccc2C1=O was read as ERG Ets-DNA blk -6%, ALOX12 inh -10%, LDHA block -6, APE1 inh 36%, POLH inh -19%, POLK inh -15%, RGS4 inh -12%, Pol beta inh -20% and Apoferritin bind 2%.
COc1ccc(CN2CC(C(=O)NCc3ccccn3)CC2=O)cc1 (centres undefined) was read as ERG Ets-DNA blk 7%, ALOX12 inh 28%, LDHA block 2, APE1 inh -2%, POLH inh -3%, POLK inh 0%, RGS4 inh -7%, Pol beta inh 12% and Apoferritin bind -6%.
Cc1cc(C)cc(OCC(=O)OCC(=O)NCc2ccco2)c1 was read as ERG Ets-DNA blk 7%, ALOX12 inh 0%, LDHA block -3, APE1 inh 1%, POLH inh -4%, POLK inh 8%, RGS4 inh -9%, Pol beta inh -11% and Apoferritin bind -18%.
CCOC(=O)c1ccc(NC(=O)CC2C(=O)N(c3ccc(F)cc3)C(=O)N2CCCOC)cc1 (centres undefined) was read as ERG Ets-DNA blk -2%, ALOX12 inh 25%, LDHA block -10, APE1 inh 0%, POLH inh -5%, POLK inh -16%, RGS4 inh 27%, Pol beta inh 30% and Apoferritin bind -11%.
Screening Cc1noc2ncnc(Sc3c(Cl)cccc3Cl)c12 returned ERG Ets-DNA blk -7%, ALOX12 inh 27%, LDHA block -4, APE1 inh 4%, POLH inh -4%, POLK inh -13%, RGS4 inh -3%, Pol beta inh -17% and Apoferritin bind inconclusive.
Screening Fc1cccc(/C=N/Nc2cc(N3CCOCC3)ncn2)c1 returned ERG Ets-DNA blk 1%, ALOX12 inh -25%, LDHA block -8, APE1 inh -10%, POLH inh -21%, POLK inh -7%, RGS4 inh -38%, Pol beta inh 34% and Apoferritin bind -5%.
`O=C(NC1CC1)c1ccc(CN(c2ccccc2)S(=O)(=O)c2ccccc2)cc1` gave ERG Ets-DNA blk 32%[activator], ALOX12 inh -26%, LDHA block -7, APE1 inh 3%, POLH inh 2%, POLK inh -8%, RGS4 inh 19%, Pol beta inh 23% and Apoferritin bind -11%.
For O=C(COc1ccc(C(=O)NCC2CCCO2)cc1)Nc1cccc(C(F)(F)F)c1 (centres undefined) the results were ERG Ets-DNA blk -13%, ALOX12 inh -17%, LDHA block -2, APE1 inh -5%, POLH inh -3%, POLK inh -12% and RGS4 inh -5%.
Screening CCc1ccc(C(=O)c2cn(CC(=O)Nc3ccc4c(c3)OCO4)c3ccc(Cl)cc3c2=O)cc1 returned ERG Ets-DNA blk 4%, ALOX12 inh -27%, LDHA block -1, POLH inh -9%, POLK inh -6%, RGS4 inh -10%, Pol beta inh 2% and Apoferritin bind -9%.
Cc1n[nH]c(C)c1S(=O)(=O)N1CCCC(C(=O)Nc2ccc(Br)cc2)C1 (centres undefined) was read as ERG Ets-DNA blk 21%&3%, ALOX12 inh 11%&-18%, LDHA block 0&4, APE1 inh -13%, POLH inh -11%&-16%, POLK inh 7%&-5%, RGS4 inh -15%&-11%, Pol beta inh 46%&-8% and Apoferritin bind 0%&-13%.
Screening O=C(NCC(c1ccc2c(c1)OCO2)N1CCN(c2ccccc2F)CC1)c1ccccc1F (centres undefined) returned ERG Ets-DNA blk -1%, ALOX12 inh -24%, LDHA block 2, POLH inh -21%, POLK inh -7%[60.1 µM], RGS4 inh -32%, Pol beta inh -9% and Apoferritin bind 27%.
For O=C(c1ccccc1Cc1ccccc1)N1CCN(S(=O)(=O)c2ccccc2Br)CC1 the results were ERG Ets-DNA blk 5%, ALOX12 inh -27%, LDHA block -4, APE1 inh -16%, POLH inh inconclusive, POLK inh -17% and RGS4 inh 12%.
Screening C/C(N)=C(/C#N)C(=O)COC(=O)C1CCC(C(C)(C)C)CC1 (centres undefined) returned ERG Ets-DNA blk 8%, ALOX12 inh 0%[57.4 µM], LDHA block 1, APE1 inh 2%, POLH inh -18%, POLK inh -1%, RGS4 inh 40%, Pol beta inh -6% and Apoferritin bind 35µM*.
O=C(NCCCN1CCOCC1)c1ccccc1N1C(=O)[C@@H]2Cc3c([nH]c4ccccc34)C(c3cccc(Cl)c3)N2C1=O (some centres undefined) was read as ERG Ets-DNA blk -1%, ALOX12 inh -29%, LDHA block 3, APE1 inh -6%, POLH inh -11%, POLK inh -6%, RGS4 inh -2%, Pol beta inh -4% and Apoferritin bind -12%.

From PubChem BioAssay
